HKDC1 inh: HKDC1 (human) hexokinase inhibition | Q2TB90 | recombinant HKDC1, G6PDH/diaphorase resazurin coupled fluorescence | inhibition, % at 20 µM | hit rate 0.16% among 340,000 | AID 493160;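 active = inhibition above about 35% when tested at 20 µM, limit read from the data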;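 note: plate controls were DMSO wells with enzyme for no effect and DMSO wells lacking enzyme for full effect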
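Test system: recombinant HKDC1 (HK5) hexokinase enzyme, produced in-house / Doses: 20 µM test compound, 1% DMSO / Timing: 90 min, room temperature / Detection: G6PDH/diaphorase-coupled fluorescence, 1 mM NADP, 100 µM resazurin, 525/613 nm / Control set: DMSO wells with and without enzyme mix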
PfGluPho inh: PfG6PD (Plasmodium falciparum) enzyme inhibition | PfGluPho enzyme, NADPH resazurin-diaphorase fluorescence | hit rate 0.78% among 350,000 | inhibition, % at 20 µM;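 active = inhibition reaching at least a set limit at 20 µM in the primary screen, cut at about 59% in these data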;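 note: 0% = DMSO wells with substrate and 100% = DMSO wells lacking glucose-6-phosphate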
SENP8 inh: SENP8 (human) protease inhibition; recombinant SENP8, Nedd8 substrate fluorescence; inhibition, % at 20 µM; hit rate 0.64% among 360,000; in the data active = inhibition mostly above about 40%, no sharp cut-off; inactive = mostly below about 27%
Target sequence (Q96LD8 whole entry, looked up): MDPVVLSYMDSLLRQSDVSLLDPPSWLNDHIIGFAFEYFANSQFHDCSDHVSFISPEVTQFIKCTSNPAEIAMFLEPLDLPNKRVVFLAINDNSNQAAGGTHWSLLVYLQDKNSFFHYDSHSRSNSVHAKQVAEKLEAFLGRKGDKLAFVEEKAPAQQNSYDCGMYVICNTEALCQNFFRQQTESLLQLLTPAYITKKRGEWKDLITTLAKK
MPTP block: blocks calcium-induced mitochondrial swelling; inhibition, % at 10 µM; AID 602449; isolated mouse mitochondria, Ca2+ swelling absorbance, 30 min; hit rate 1.4% among 360,000;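 active = inhibition of 50% or more, scaled per plate between neutral and stimulator controls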;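 note: 0% = DMSO wells given calcium and 100% = 1 mM EGTA wells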
SENP7 inh: inhibitors of human SENP7 protease | Q9BQF6 | inhibition, % at 5 µM | hit rate 1.5% among 330,000 | recombinant SENP7, Z-RLRGG-aminoluciferin luminescence, 40 min | AID 434973;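 active = inhibition above about 50% at the single test dose, limit read from the data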;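 note: plate controls were DMSO with enzyme for no effect and no enzyme buffer wells for full effect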
Target sequence (Q9BQF6 706-1050 limits assumed): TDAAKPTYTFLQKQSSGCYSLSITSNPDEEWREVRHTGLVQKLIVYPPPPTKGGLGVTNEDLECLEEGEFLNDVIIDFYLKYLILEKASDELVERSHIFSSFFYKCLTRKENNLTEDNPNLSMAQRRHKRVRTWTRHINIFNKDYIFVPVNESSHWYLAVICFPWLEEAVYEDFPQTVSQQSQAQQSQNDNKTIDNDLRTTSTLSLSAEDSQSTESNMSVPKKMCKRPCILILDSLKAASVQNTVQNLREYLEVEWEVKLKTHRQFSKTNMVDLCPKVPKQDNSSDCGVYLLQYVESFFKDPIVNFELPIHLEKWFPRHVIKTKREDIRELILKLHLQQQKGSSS
ATG4B inh: ATG4B (human) cysteine protease inhibition; AID 504462; ATG4B cleavage of LC3-PLA2, NBD-HPC fluorescence, 1 h; Q9Y4P1; inhibition, % at 8.33 µM; hit rate 0.51% among 340,000; in the data active = inhibition above about 40%
Target sequence (Q9Y4P1 whole entry, looked up): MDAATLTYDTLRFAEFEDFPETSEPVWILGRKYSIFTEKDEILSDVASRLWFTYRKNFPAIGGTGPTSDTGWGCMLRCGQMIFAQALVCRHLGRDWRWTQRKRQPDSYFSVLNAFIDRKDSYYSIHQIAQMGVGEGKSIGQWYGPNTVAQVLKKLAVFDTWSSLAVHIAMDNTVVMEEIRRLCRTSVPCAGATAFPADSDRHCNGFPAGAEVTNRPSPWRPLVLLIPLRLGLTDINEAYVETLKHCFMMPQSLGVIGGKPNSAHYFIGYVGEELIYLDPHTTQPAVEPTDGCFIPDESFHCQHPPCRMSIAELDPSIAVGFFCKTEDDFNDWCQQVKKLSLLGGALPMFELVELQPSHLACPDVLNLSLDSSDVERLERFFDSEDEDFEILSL
SENP6 inh: inhibitors of human SENP6 protease; Q9GZR1; Recombinant SENP6 catalytic domain, aminoluciferin luminescence; inhibition, % at 10 µM; hit rate 1.8% among 330,000; AID 2599;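 active = inhibition above about 50% at the single tested dose, limit read from the data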;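 note: plate controls were DMSO wells with enzyme for no effect and DMSO wells lacking enzyme for full effect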
NR3A LBD binder: modulates the human NR3A ligand-binding domain. NR3A LBD differential scanning fluorimetry, Tm shift; 0% = protein alone, 100% = glycine-bound protein. Tm shift relative to glycine control, % at 25 µM. hit rate 2.5% among 340,000. AID 1259313;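 active = melting temperature shift of at least 10% of the positive control shift, at one fixed dose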
* marks the source's active call; other numbers are inactive results; . = not tested or not shown.

SMILES | HKDC1 inh | PfGluPho inh | SENP8 inh | MPTP block | SENP7 inh | ATG4B inh | SENP6 inh | NR3A LBD binder
Cc1c(C(=O)NC(=S)Nc2ccc3c4c(cccc24)CC3)cccc1[N+](=O)[O-] | -2 | 12 | -38 | 3.0 | 3 | 2 | -12 | 1
Nc1nc(SCC(=O)NC2CCCCCC2)[nH]c(=O)c1-c1ccccc1 | 1 | -18 | 7 | 1.1 | -3 | -4 | -8 | -9
COC1=CC(=O)C=C(OC)C1=O | 66* | 125* | 22 | 1.4 | . | 0 | . | 0
CCOc1cc(C)c(C(C)C)cc1S(=O)(=O)n1cnc(C)c1 | -3 | -3 | 7 | -1.6 | 1 | -1 | 6 | 0
O=S(=O)(c1ccccc1)N1CCCCC1CCc1ccccc1 (configuration not stated) | 5 | -1 | 10 | -0.4 | . | 3 | . | 1
N#Cc1ccccc1OCC(=O)NNC(=O)CNC(=O)c1ccc(Br)o1 | -5 | 8 | -5 | 1.3 | 5 | -11 | -11 | -1
COc1ccc(OC)c(C2c3c(oc4ccccc4c3=O)C(=O)N2CCCN(C)C)c1 (configuration not stated) | 4 | 1 | 3 | -2.1 | -6 | -2 | -4 | 0
Cc1ccccc1N1CCN(C(=O)C2CCC(=O)N(C3CCCC3)C2)CC1 (configuration not stated) | -3 | 17 | 14 | 1.2 | 3 | 0 | -8 | -2
COc1ccc(CC(=O)Nc2cccc(-c3nnc(-c4cccc(C)c4)o3)c2)cc1OC | -4 | -16 | 15 | 3.2 | 2 | -16 | 9 | 2
CC(=NNC(=S)Nc1cccc(C)c1)c1ccccn1 | -38 | 44 | 17 | 52* | . | -8 | . | -2
CCN(CC)NC(=O)Nc1ccccc1 | -14 | 1 | 9 | -0.5 | -11 | -1 | -19 | -1
CCC(C)C(CO)NCCCn1cnc(C(=O)Nc2ccc(C)c(C)c2)n1 (configuration not stated) | 3 | -5 | 4 | -0.8 | . | 2 | . | 1
O=C(CN1CCOCC1)Nc1cc([N+](=O)[O-])ccc1Cl | -6 | 13 | -20 | 3.6 | 2 | -9 | 9 | 0
NS(=O)(=O)c1ccc(CCNS(=O)(=O)c2ccc(Cl)cc2)cc1 | -2 | 2 | 14 | -0.1 | 8 | -6 | -9 | 1
O=C(CSc1nc2ccccc2c(=O)n1CCCN1CCOCC1)NC12CC3CC(CC(C3)C1)C2 | 0 | 4 | 13 | 0.3 | -4 | -11 | -9 | -1
O=C(Oc1cccc(NC(=O)c2ccco2)c1)c1ccc(Br)c(S(=O)(=O)N2CCCCC2)c1 | 2 | 4 | 15 | 0.6 | 6 | 8 | -4 | -1
CCc1cc(=O)oc2c(C)c(OCC(=O)N3CC[C@@]4(O)CCCC[C@H]4C3)ccc12 | -1 | 11 | -149 | -0.5 | 7 | -29 | -8 | 2
O=C(Nc1ccc(F)cc1F)c1c(C(F)(F)F)ccnc1Oc1ccccc1 | -2 | 11 | 9 | 0.5 | -2 | -2 | -13 | -2
Cc1ccc(S(=O)(=O)Oc2cccc(/C=N/n3cnnc3)c2)cc1 | -1 | 77* | 6 | 34 | -4 | -1 | 4 | 1
Cc1cc(-n2nc3ccccc3n2)c(O)c([N+](=O)[O-])c1 | -1 | -15 | 26 | -0.1 | -2 | -8 | 17 | 1
Cc1cccc(C(=O)N2CCCC(N3CCN(c4ccccc4F)CC3)C2)n1 (configuration not stated) | 3 | -6 | 11 | 0.1 | 3 | 0 | -6 | 2
Nn1cc(-c2ccccc2)nc1SCC(=O)NC1CCS(=O)(=O)C1 (configuration not stated) | -1 | 5 | 17 | -0.2 | 4 | -12 | 0 | -2
CCOC(=O)c1cc(C)n(Cc2cccc(OC)c2OC)c1C | 1 | 5 | 17 | 1.9 | -3 | 2 | -21 | 1
Cc1ccc(C(=O)/C=C\C(=O)c2ccc(C)cc2)cc1 | 1 | 47 | 23 | -0.4 | . | -6 | . | 2
Cc1ccc(C(=O)N2CCN(S(=O)(=O)c3cc(Br)ccc3Br)CC2)o1 | -4 | -11 | 23 | 0.1 | 4 | 5 | 18 | 2
CC(=O)NCC(=O)OC(C)C(=O)Nc1ccc(C(C)=O)cc1 (configuration not stated) | 0 | -4 | 14 | -1.0 | 0 | 2 | 0 | -2
C=CCN1C(=O)N(CC=C)c2cccc3cccc1c23 | 5 | 29 | 11 | 1.0 | 9 | 2 | 3 | 2
CN(CCCNC(=O)c1cccn2c(=O)c3ccccc3nc12)Cc1ccccc1 | 5 | -5 | -277 | -1.4 | 4 | 5 | -14 | -3
Nc1ccc(C23CC4CC(CC(CO)(C4)C2)C3)cc1 | -4 | -12 | 17 | -0.6 | 2 | -10 | -3 | 1
Cn1c(CC(=O)Nc2ccccc2)nnc1SCC(=O)c1ccccc1 | -9 | 10 | 9 | -1.6 | -8 | 3 | -10 | 3
Cc1cc(C)c(-c2cc(C(=O)Nc3c(C)n(C)n(-c4ccccc4)c3=O)[nH]n2)c(O)c1 | 6 | -12 | 14 | 0.0 | -5 | -4 | -7 | 1
COc1ccccc1C1/C(=C(/O)c2ccc(OC(C)C)cc2)C(=O)C(=O)N1c1cc(C)on1 (configuration not stated) | 3 | -42 | -9 | -1.6 | 3 | -2 | 6 | 0
CC1CCC(NC(=O)c2cccc(S(=O)(=O)NCc3ccccc3)c2)CC1 (configuration not stated) | -2 | 16 | 15 | 3.0 | -1 | -10 | 4 | -1
COc1cccc(CNC(C)(C)CO)c1OCc1ccc(Cl)cc1 | -1 | 7 | 16 | -0.9 | 4 | -6 | -13 | -2
COc1ccc(S(=O)(=O)N2CCOCC2)cc1NC(=O)Cc1c(F)cccc1Cl | -8 | -5 | 3 | -0.8 | -9 | 5 | 3 | 0
COC(=O)c1cc(CSc2nc3ccccc3c(=O)n2C)oc1C | 0 | -1 | 8 | 84* | 1 | -3 | 12 | -2
O=C(C1CC(=O)N(c2ccccc2)C1)N1CCCCCC1 (configuration not stated) | -4 | 7 | -2 | -2.4 | -3 | -4 | -4 | 2
COc1ccc(NC(=O)Nc2ccc(Br)cn2)cc1OC | 1 | 5 | 17 | 2.9 | 10 | 4 | -2 | -3
O=C(CCNC(=O)c1ccccc1)NCCc1ccc(Cl)cc1 | 2 | -1 | 7 | -0.7 | -7 | -4 | 7 | 3
CC(Sc1nnnn1C)C(=O)Nc1cc(S(=O)(=O)N2CCCCC2)ccc1Cl (configuration not stated) | -5 | 0 | -17 | -0.9 | 3 | -3 | -8 | -1
C1=Nc2c(Nc3ccccc3)ncnc2Oc2ccccc21 | -6 | -14 | 15 | -0.6 | -11 | 5 | -15 | 1
CC(=O)c1cccc(NC(=O)COc2cc3oc(=O)c(CC(C)O)c(C)c3cc2Cl)c1 (configuration not stated) | 2 | 1 | -310 | 6.2 | 11 | -19 | 6 | -2
Cc1nnc(N/N=C/c2ccco2)n1N | 4 | 48 | 15 | -1.5 | 2 | -6 | 9 | 0
O=C1CC(c2ccc(O)cc2)Oc2cc(O)cc(O)c21 (configuration not stated) | -6 | -16 | -1 | 2.1 | 5 | 1 | 27 | -16
C/C(CC(=O)Nc1ccc(F)cc1)=N\NC(=O)Cc1csc(N)n1 | 0 | -8 | 14 | 0.1 | -8 | 13 | -11 | 1
O=C(CSc1nc2ncccc2[nH]1)Nc1ccc2c(c1)OCCO2 | 6 | -11 | 8 | 1.9 | -7 | 10 | -20 | 0
CC(=O)Nc1ccc(S(=O)(=O)N[C@@H](C)C(=O)N(C)Cc2cccs2)cc1 | -5 | -2 | 15 | 0.8 | 2 | 7 | -24 | 1
COc1ccc(C(=O)Cc2cc3ccccc3oc2=O)cc1 | 4 | -10 | 10 | 0.3 | -1 | -2 | -12 | -1
COc1ccc(OC)c(/C=C/c2ccc3cccc(O)c3n2)c1 | . | . | -307 | 1.3 | -15 | . | -8 | .
Cc1ccccc1-c1ccc(/C=C2/SC(N3CCOCC3)=NC2=O)o1 | -2 | 11 | -208 | 3.4 | 6 | -4 | -3 | 3
Cc1c(C(=O)NCCc2ccccc2)oc2ccc(S(=O)(=O)N3CCC4(CC3)OCCO4)cc12 | 2 | -1 | 27 | 0.2 | 3 | -18 | -6 | -5
Cc1ccc(NS(=O)(=O)c2c(C)[nH]c(=O)[nH]c2=O)c(C)c1 | -1 | -4 | 6 | 2.2 | -10 | -2 | -8 | -1
COc1cc(C)ccc1OCC(=O)Nc1ccccc1N1CCOCC1 | -2 | 12 | 17 | 0.1 | -1 | -3 | -9 | -1
COc1cc(OC)cc(C(=O)Nc2ccccc2-c2nnn(CC(=O)Nc3cc(C)on3)n2)c1 | -1 | -6 | 2 | 0.6 | 7 | 6 | 4 | -5
CCN(Cc1ccccc1)S(=O)(=O)c1ccc(C(=O)N(CCCN(C)C)c2nc3cc(C)cc(C)c3s2)cc1 | 1 | 12 | 14 | 46 | 1 | 23 | -8 | 1
c1ccc(CN2CCOCCOCCOCC2)cc1 | -6 | -3 | 10 | 0.4 | -2 | 5 | -17 | 3
CCn1c(SCC(=O)Nc2ccccc2OC)nc2ccccc2c1=O | -6 | -22 | -2 | 1.7 | 1 | 3 | -8 | 0
Cc1ccc(N2N=C(c3ccc(F)cc3)CC2c2ccco2)cc1 (configuration not stated) | 6 | 11 | -425 | 1.3 | -9 | 5 | -12 | -1
Cc1ccc(-n2c(C)nnc2SCC(=O)NC2CC2)cc1 | -1 | 6 | 14 | 0.1 | -12 | 1 | -9 | 2
c1cc(-n2nnc3cnccc32)ccn1 | 0 | 13 | 12 | 1.0 | -4 | -10 | 2 | -1
Remaining list, next part
SMILES | HKDC1 inh | PfGluPho inh | SENP8 inh | MPTP block | SENP7 inh | ATG4B inh | SENP6 inh | NR3A LBD binder
COc1cc(S(=O)(=O)NCc2ccccn2)ccc1Cl | 2 | 11 | 20 | 0.6 | 3 | -1 | -10 | 4
CCNc1nc2c(c(=O)n(Cc3ccccc3)c(=O)n2C)n1Cc1ccccc1 | 7 | 13 | 26 | -11 | -1 | -7 | -38 | 1
O=C(Nc1cccnc1)c1ccc(S(=O)(=O)c2ccc(Cl)cc2)cc1 | -3 | 7 | 23 | 4.4 | 11 | -8 | 3 | 0
CC(C)CN1C(=O)/C(=C(/C#N)C(=O)NC2CCCCC2)c2ccccc21 | 5 | 7 | 7 | -4.4 | -3 | -7 | 15 | 1
COc1cccc(N2CCN(Cc3ccco3)CC2)c1 | -5 | 6 | 10 | 0.0 | -12 | -13 | 4 | 1
Cc1ccc(-c2nc(NCc3ccco3)c3ccccc3n2)cc1 | 18 | 21 | -75 | 23 | 5 | -3 | -11 | 8
CC(C(=O)NCc1ccco1)n1ccc2cc(S(=O)(=O)N3CCCC3)ccc21 (configuration not stated) | -4 | 5 | 6 | -2.3 | -4 | -7 | 6 | -8
Cc1cccc(NC(=O)Nc2c(C)n(C)n(-c3ccccc3)c2=O)c1C | 0 | -4 | -9 | -1.2 | -6 | -3 | -12 | 2
O=C(Nc1ccc2nc(-c3cccs3)c(-c3cccs3)nc2c1)N1CCOCC1 | 8 | 0 | -279 | 3.7 | -4 | -12 | 1 | -7
O=C(COC(=O)c1ccc(S(=O)(=O)C(F)F)cc1)Nc1ccccc1C(=O)NC1CC1 | -2 | -4 | -5 | 0.7 | 0 | -4 | -6 | -1
CC(C)(C)n1ncc2c(=O)n(CC(=O)Nc3ccc4c(c3)OCCO4)cnc21 | -3 | -21 | 18 | -5.7 | 3 | -8 | -2 | -1

Full records, quoted from the list. Order of values: HKDC1 inh | PfGluPho inh | SENP8 inh | MPTP block | SENP7 inh | ATG4B inh | SENP6 inh | NR3A LBD binder
`CC(C)CN1C(=O)/C(=C(/C#N)C(=O)NC2CCCCC2)c2ccccc21` in the list: 5 | 7 | 7 | -4.4 | -3 | -7 | 15 | 1
`CC(C(=O)NCc1ccco1)n1ccc2cc(S(=O)(=O)N3CCCC3)ccc21` (configuration not stated) in the list: -4 | 5 | 6 | -2.3 | -4 | -7 | 6 | -8
`O=C(Nc1cccnc1)c1ccc(S(=O)(=O)c2ccc(Cl)cc2)cc1` in the list: -3 | 7 | 23 | 4.4 | 11 | -8 | 3 | 0
`CC(C)(C)n1ncc2c(=O)n(CC(=O)Nc3ccc4c(c3)OCCO4)cnc21` in the list: -3 | -21 | 18 | -5.7 | 3 | -8 | -2 | -1
